# Screening results: PubChem BioAssay, NMMLSC
# GSH bead fluor: compound fluoresces at 488/530 nm on GSH beads; GSH beads flow cytometry, compound fluorescence 488/530 nm; hits give high values; 0.25% of 190,000 active; fluorescence (KMESF) at 10 µM; in the data active = fluorescence above about 89;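 note: glutathione beads carrying GST-tagged Bcl family fusion proteins plus one bare bead set; values are compound well signal with DMSO vehicle wells as background; inactives centre near 16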
# ABCG2 block: human ABCG2 inhibition, ABCB1 as counter-screen | Q9UNQ0 | IgMXP3 cells, JC-1 efflux, flow cytometry | inhibition, % at 6.6 µM | 0.1% of 190,000 active | AID 1325;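 active = inhibition above 80%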;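 note: 0% = DMSO and 100% = nicardipine control wells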
# Target sequence (Q9UNQ0 whole entry, looked up): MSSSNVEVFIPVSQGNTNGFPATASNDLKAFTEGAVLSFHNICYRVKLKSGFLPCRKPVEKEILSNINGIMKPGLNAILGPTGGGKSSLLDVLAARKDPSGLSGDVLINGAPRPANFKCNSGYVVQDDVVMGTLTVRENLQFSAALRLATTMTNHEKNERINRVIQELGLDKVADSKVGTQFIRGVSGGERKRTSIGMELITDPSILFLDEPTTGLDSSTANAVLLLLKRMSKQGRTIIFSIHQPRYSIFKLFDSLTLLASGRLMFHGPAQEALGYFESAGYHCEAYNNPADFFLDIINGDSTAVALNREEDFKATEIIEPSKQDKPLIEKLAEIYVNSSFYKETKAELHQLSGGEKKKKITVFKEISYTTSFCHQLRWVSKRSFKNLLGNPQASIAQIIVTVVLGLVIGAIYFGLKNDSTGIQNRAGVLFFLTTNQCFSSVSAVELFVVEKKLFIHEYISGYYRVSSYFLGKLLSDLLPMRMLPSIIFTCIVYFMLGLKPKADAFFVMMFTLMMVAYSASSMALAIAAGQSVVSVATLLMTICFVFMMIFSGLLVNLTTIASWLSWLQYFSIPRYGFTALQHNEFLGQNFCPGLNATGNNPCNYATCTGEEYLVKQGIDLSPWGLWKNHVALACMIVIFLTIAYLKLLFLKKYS
#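 System: two drug-resistant human cell lines, ABCG2 and ABCB1; controls: nicardipine high and DMSO low controls; times: 10 min exposure at 25 °C with rotation, no wash; detection: flow cytometry of retained JC-1 fluorescence; read-out basis: percent efflux inhibition, scaled nicardipine 100% to DMSO 0%; doses: one concentration, 6.6 µM final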
# Bcl-2 Bim block: inhibitors of Bim-Bcl-2 interaction, human. P10415. Bead-based flow cytometry, Bim peptide-Bcl-2 binding. inhibition, % at 10 µM. 0.06% of 190,000 active. AID 950; in the data active = inhibition above about 40%; inconclusive = no clear call, values can overlap the other calls;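 note: 0% = no compound wells with probe peptide and 100% = reference peptide inhibitor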
# RGS7-Gao: human RGS7-Galphao interaction regulation; P09471; binding response (% of control), % at 10 µM; Multiplexed bead flow cytometry, RGS7-Galphao binding; actives lie on both sides; 0.35% of 220,000 active; in the data active = binding response below about 49% or above about 150%; inconclusive = no clear call, values can overlap the other calls; inactive = in between;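 note: fluorescent Galphao held in activated GDP-AlF4 state binding bead-coupled RGS7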
# ABCB1 inh: blocks JC-1 efflux by human ABCB1 transporter | CCRF-Adr cells, flow cytometry | inhibition, % at 6.6 µM | 0.067% of 190,000 active; in the data active = inhibition above about 40%;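 note: 0% = vehicle and 100% = reference inhibitor; higher value means more JC-1 retained so stronger ABCB1 efflux block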
# RGS4-Gao reg: human RGS4-Galphao interaction regulation | P09471 | Multiplexed bead flow cytometry, RGS4-Galphao binding; actives lie on both sides | binding response (% of control), % at 10 µM | 0.33% of 220,000 active | AID 1415; in the data active = binding response below about 49% or above about 150%; inactive = in between;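 note: fluorescent Galphao activated with aluminum fluoride binding bead-coupled RGS4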
# Bcl-W Bim block: disrupts Bim peptide binding to human Bcl-W. Q92843. inhibition, % at 10 µM. bead-based flow cytometry. 0.02% of 190,000 active. AID 952;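 note: 0% = bound tracer without compound and 100% = peptide blocker; higher means less fluorescent Bim peptide bound to Bcl-W beads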
# Bcl-XL Bim block: human Bim-Bcl-XL interaction inhibition | Q07817 | Bim peptide-Bcl-XL binding, bead flow cytometry, fluorescence | inhibition, % at 10 µM | 0.04% of 190,000 active | AID 1007
# Target sequence (Q07817 whole entry, looked up): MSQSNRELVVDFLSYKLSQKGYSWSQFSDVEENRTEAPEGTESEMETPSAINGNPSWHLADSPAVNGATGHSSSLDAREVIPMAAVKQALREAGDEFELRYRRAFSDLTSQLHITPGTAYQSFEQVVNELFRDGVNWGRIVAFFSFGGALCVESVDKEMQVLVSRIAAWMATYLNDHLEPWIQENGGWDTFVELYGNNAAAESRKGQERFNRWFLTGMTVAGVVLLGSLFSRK
# RGS8-Gao reg: regulators of human RGS8-Galphao interaction; 0.34% of 220,000 active; response (percent of control binding), % at 10 µM; P09471; multiplexed bead flow cytometry, RGS8-Galphao binding; actives lie on both sides; in the data active = response below about 60% or above about 140%; inactive = in between;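 note: Galphao activated as the GDP aluminium fluoride complex binding bead-coupled RGS8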
# Bim-Bcl-B: disrupts Bim peptide binding to human Bcl-B; inhibition, % at 10 µM; 0.073% of 190,000 active; AID 951; Q9HD36; bead-based flow cytometry;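 note: 0% = tracer peptide without compound and 100% = reference inhibitor peptide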
# Target sequence (Q9HD36 whole entry, looked up): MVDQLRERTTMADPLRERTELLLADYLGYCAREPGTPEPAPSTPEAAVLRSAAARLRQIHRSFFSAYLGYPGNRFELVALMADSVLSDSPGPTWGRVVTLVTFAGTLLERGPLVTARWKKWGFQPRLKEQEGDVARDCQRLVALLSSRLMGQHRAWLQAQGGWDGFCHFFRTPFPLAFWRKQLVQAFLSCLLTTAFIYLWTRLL
# Bim-Bfl-1: human Bim-Bfl-1 interaction inhibition. inhibition, % at 10 µM. 0.12% of 190,000 active. Q16548. Bead-based flow cytometry, Bim-Bfl-1 binding inhibition;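 note: 0% = wells without compound plus tracer and 100% = blocker peptide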
# An asterisk follows results filed as active; ? = inconclusive. Cut-off read from the data, not from the text of the source, unless noted: active = inhibition above about 40%.
SMILES,GSH bead fluor,ABCG2 block,Bcl-2 Bim block,RGS7-Gao,ABCB1 inh,RGS4-Gao reg,Bcl-W Bim block,Bcl-XL Bim block,RGS8-Gao reg,Bim-Bcl-B,Bim-Bfl-1
CC(=O)C1=C(c2ccccc2)NC(=S)NC1c1ccc(O)c(O)c1 (stereo not drawn),15,-4,0,?,-0.4,96,-5,-6,96,-1,3
COC(=O)c1cc(OC)c(OC)cc1NC(=O)CCc1ccc(C)o1,41,16,-6,101,-0.2,98,4,-11,95,-9,-2
Cc1c(C(=O)OCC2CCCO2)[nH]c2c1C(=O)CC(c1ccc(N(C)C)cc1)C2 (stereo not drawn),20,6,-4,99,1.1,95,2,-4,97,-6,-9
CC(=O)Nc1ccc2c(c1)N(C(=O)CN(C)C)c1ccccc1CC2,34,11,-10,107,1.4,105,0,-7,105,-9,-20
CCCCc1nc(SCCN2CCOCC2)c2c(=O)n(C)c(=O)n(C)c2n1,17,10,2,?,11,99,-1,-1,100,-1,3
COc1cc(Cl)c(C)cc1NC(=O)[C@@H]1CCCN1C(=O)c1cccs1,18,27,-6,100,2.4,100,-4,-7,101,-2,-9
O=C(CN1C(=O)S/C(=C\c2ccc(Cl)cc2)C1=O)NNC(=O)c1ccccc1O,12,1,-1,99,-0.3,100,-9,-4,102,-5,-2
CCCNC(=O)COC(=O)c1ccc(Cl)c(S(=O)(=O)N2CCCC2)c1,30,4,-13,94,0.4,99,1,-6,99,-12,-14
Cc1ccc(-c2c(C(=O)Nc3ccccc3C)c(C)[nH]c(=S)c2C#N)o1,16,-1,-2,100,-0.1,102,1,-7,99,-19,0
CC(Sc1nc2nn(-c3ccccc3)c(=O)c-2c2n1CCCCC2)C(N)=O (stereo not drawn),28,14,-15,100,0.5,95,-7,-14,96,-14,-23

# 3 compounds from above, ordered by the value under ABCB1 inh, lowest first.
Compound | ABCB1 inh
CCCNC(=O)COC(=O)c1ccc(Cl)c(S(=O)(=O)N2CCCC2)c1 | 0.4
CC(=O)Nc1ccc2c(c1)N(C(=O)CN(C)C)c1ccccc1CC2 | 1.4
COc1cc(Cl)c(C)cc1NC(=O)[C@@H]1CCCN1C(=O)c1cccs1 | 2.4

# (cont.)
SMILES,GSH bead fluor,ABCG2 block,Bcl-2 Bim block,RGS7-Gao,ABCB1 inh,RGS4-Gao reg,Bcl-W Bim block,Bcl-XL Bim block,RGS8-Gao reg,Bim-Bcl-B,Bim-Bfl-1
N#Cc1ccc(Cl)cc1NC(=O)COC(=O)c1ccc2c(c1)OCCO2,16,2,0,115,0.4,102,2,2,103,0,-4
O=C(NCCC1=CCCCC1)C1CCN(S(=O)(=O)c2cnc[nH]2)CC1,10,2,-7,102,0.4,104,11,-3,102,-5,-12
COc1ccc(C(=O)NNC(=S)Nc2ccccc2)cc1,15,4,-1,?,0.1,110,2,-4,109,-44,2
CC1CC(C)(C)NC(=S)N1CC(=O)N1CCN(Cc2ccccc2)CC1 (stereo not drawn),16,11,-2,?,1.2,102,-3,-3,101,-5,-5
O=C(OCC(=O)N1CCCc2ccccc21)c1ccc(Cl)nc1,12,1,-2,106,2.0,105,-4,-4,110,-5,-3
Cn1c(N)c(C(=O)COC(=O)C2CCCC2)c(=O)n(C)c1=O,15,24,0,?,1.2,101,0,1,99,0,-3
COc1ccc(OC)c(C(=O)c2coc3ccc(OC(C)=O)cc23)c1,10,0,-1,107,0.1,106,-2,1,108,-4,0
Cc1ccc(/C=N/N2CCN(c3ccccn3)CC2)cc1,75,0,-4,103,-0.1,104,-2,-5,100,-2,1
C=CC[N+]1(CC=C)CCOCC1,18,1,2,99,0.6,99,3,3,101,1,0
CC(C)Cn1c(-c2ccco2)csc1=Nc1cccnc1,24,0,-1,98,0.0,95,0,0,101,-2,3
O=C(CSc1nnc(COc2ccccc2)o1)N1CCN(c2ccccc2)CC1,17,1,2,91,0.5,78,-4,-4,93,-9,-3
COc1cccc(C(=O)CN(C(=O)c2ccc(Cl)c(Cl)c2)N2C(=O)c3ccccc3C2=O)c1,24,2,-3,99,0.4,93,0,0,94,0,-2
COc1ccc(C(C)(C)C)cc1NC(=O)C1C2C=CC(C2)C1C(=O)O (stereo not drawn),18,4,-7,103,0.3,100,0,-4,100,-8,-8
COc1ccc2c(c1)NC(c1cc(Cl)cc(Cl)c1O)c1cccn1-2 (stereo not drawn),10,2,-3,96,2.1,97,0,1,98,-5,-1
O=S(=O)(NC(=NCCc1ccc(Cl)cc1)c1ccccc1Cl)c1cccs1,19,3,-4,93,0.7,92,0,-3,96,-3,-11
O=C(COc1ccccc1F)Nc1nnc(-c2ccncc2)s1,34,35,-10,99,-0.1,98,-1,-11,99,-13,-18
O=C(Oc1ccnc2cc(Cl)ccc12)N1CCOCC1,51,2,-4,97,0.3,101,3,3,101,-6,-12
C/C(CC(=O)Nc1ccccc1-c1ccccc1)=N\NC(=O)COc1ccc(C)cc1Br,64,7,-2,107,2.2,110,-3,-5,103,-4,-6
CCN(CCCNC(=O)COc1cc(=O)n(CC)c2ccccc12)c1ccccc1,24,8,-3,102,1.0,103,-3,-3,103,-4,1
Cc1[nH]nc2oc(=O)c(CCO)c(C)c12,17,0,0,105,0.1,105,-9,-10,102,-4,-1
CCC(C)NS(=O)(=O)c1ccc(OCC(=O)Nc2ccc3c(c2)OCCO3)cc1 (stereo not drawn),36,29,-7,98,-0.3,102,1,-6,103,-4,-17
Cc1c(Br)c([N+](=O)[O-])nn1CC(=O)N1CCN(Cc2ccccc2)CC1,17,3,-9,102,1.7,97,0,-1,103,-2,-9
COc1ccc(C2(O)CCN(CC(=O)Nc3nc(-c4ccccc4)cs3)CC2)cc1,9,4,-4,102,1.0,97,-3,-3,103,-3,-8
NC1=NC(=O)/C(=C\c2cccs2)S1,17,4,-2,98,1.1,98,0,0,102,1,0
COc1ccc(NC(=S)Nc2ccc3cn[nH]c3c2)cc1,9,-1,-4,105,-0.6,106,-3,-4,107,-11,-7
O=C(COc1ccc(-c2nnco2)cc1)NCc1ccccc1Cl,12,15,-3,103,0.6,102,-6,-7,102,-9,-8
COc1ccc(NC(=S)N(CCN2CCOCC2)Cc2ccccc2F)cc1,9,1,-2,92,0.5,96,-1,-2,98,-2,-7
COc1ccc(CNC(=O)NC(C)(C)c2cccc(C(C)(C)NC(=O)NCc3ccc(OC)cc3)c2)cc1,20,2,-10,98,0.4,99,-2,-4,106,1,-6
CC(=O)c1ccc(NC(=O)N2CCN(c3cccc(Cl)c3)CC2)cc1,30,4,-10,80,0.3,75,-2,-12,92,-5,-11
COc1cccc(NC(=O)Cn2cc3c(n2)CCCCC3)c1,19,2,-2,95,0.5,101,0,0,101,-1,-6
O=S(=O)(/N=C(/Nc1ccccn1)c1ccccc1)c1ccc(Cl)cc1,10,2,0,97,0.4,103,-1,-2,100,0,-2
c1ccc(-n2c(SCc3nc(-c4cccs4)no3)nnc2-c2ccco2)cc1,25,20,-7,101,1.6,99,0,-9,101,-9,-19
CCCCNS(=O)(=O)c1ccc2c(c1)oc(=O)n2CC(=O)OCC,19,-2,-5,99,-2.0,102,2,-1,99,-3,-9
CCC(C)NC(=O)C1CCN(S(=O)(=O)c2cccs2)CC1 (stereo not drawn),10,3,-2,86,0.9,83,1,0,73,-5,-2
CC(=O)N1CCc2cc(C(=O)CN3CCCN(Cc4ccc(F)cc4)C3)ccc21,20,-4,-10,100,-3.2,103,1,-3,102,-6,-8
O=C(Cn1cnc2scc(-c3cccc([N+](=O)[O-])c3)c2c1=O)NCc1ccco1,19,0,-1,91,-0.6,96,2,-3,95,-4,-2
C[C@@H]1CN=C2N(CCNC(=O)CCC3CCCCC3)[C@H](Cc3ccc(O)cc3)CN21,21,2,-4,104,0.7,100,0,0,99,-6,-3
CC(C)CNC(=O)NC(=O)COC(=O)c1cc(F)cc(F)c1,12,-2,-4,103,1.0,104,-6,-7,101,-7,-3
CC(CCc1ccccc1)NC(=O)CN(C)Cc1ccccc1F (stereo not drawn),12,1,-3,103,0.6,104,-5,-5,105,-2,-8
Cc1ccc2c(n1)sc1c(-c3ccc(Br)cc3)c(C#N)c(N)nc12,6,-2,1,104,-0.9,92,-2,-2,98,-21,4
CCOC(=O)CCc1c(C)c2c(C)nn(-c3ccccc3)c2[nH]c1=O,13,11,1,94,1.1,99,4,0,98,9,-4
CCOC(=O)c1nn(-c2ccc(F)cc2)c2c1CC/C2=C/c1ccccc1,11,11,-3,102,0.3,102,-7,-5,101,-4,-1
O=[N+]([O-])c1ccc(Cc2nnc(-c3ccccc3Cl)o2)cc1,23,7,3,94,0.6,92,1,-1,93,0,0
O=C(O)CN(c1ccc(F)cc1)S(=O)(=O)c1ccc2c(c1)OCCO2,14,-2,-10,106,0.3,105,1,-3,106,-4,-9
Cc1ccc(NC(=O)C(c2ccccc2)C2CCCC2)cc1 (stereo not drawn),17,16,-3,95,1.0,98,-7,-12,98,-14,-12
CCN(CC)CCCNC(=O)c1ccc2c(=O)n(Cc3ccc4c(c3)OCO4)c(=S)[nH]c2c1,16,2,-2,99,0.1,101,-4,-2,102,-9,-5
CC(=O)OCC1=C(C(=O)O)N2C(=O)C(NC(=O)C(C)Cn3cc(Cl)cn3)C2SC1 (stereo not drawn),14,0,-2,98,-0.1,100,-3,-1,99,-10,-1
CCc1ccc(NC(=O)COC(=O)c2ccc(Cl)c(S(=O)(=O)N3CCCCCC3)c2)cc1,9,5,-9,99,0.5,98,-3,-4,100,-4,-16
O=C(Nc1ccccc1N1CCOCC1)c1cc(Br)c(Br)s1,14,-1,-5,?,0.2,98,0,-2,100,-1,-5
Cc1nn(-c2ccccc2)c(Cl)c1/C=N/Nc1nc2ccccc2n1C,20,-7,1,100,-2.4,96,0,1,98,-15,6

# (further entries)
SMILES,GSH bead fluor,ABCG2 block,Bcl-2 Bim block,RGS7-Gao,ABCB1 inh,RGS4-Gao reg,Bcl-W Bim block,Bcl-XL Bim block,RGS8-Gao reg,Bim-Bcl-B,Bim-Bfl-1
O=C(C1CCCN1S(=O)(=O)c1cccc2cccnc12)N1CCc2ccccc2C1 (stereo not drawn),20,2,-2,101,0.5,100,0,-2,103,-6,-5
COCCn1nnnc1C(c1cc(OC)ccc1OC)N1CCc2ccccc2C1 (stereo not drawn),25,0,-10,107,0.4,102,-1,-1,101,-6,-14
COc1cccc(NC(=S)N/N=C2/CCCCc3ccccc32)c1,11,0,-3,89,0.0,90,-3,-7,96,-6,-4
O=C(CSc1nnc(-c2ccc(F)cc2)c2ccccc12)Nc1cccc(Cl)c1,11,2,-4,99,0.0,96,-8,-3,97,-5,-3
CC(NC(=O)C1CCC(CNS(=O)(=O)c2ccccc2)CC1)c1ccc2c(c1)OCCO2 (stereo not drawn),15,1,-4,114,0.1,108,-3,-1,125,-7,-7
O=C(NCCCN1CCN(CCCNC(=O)c2cccc([N+](=O)[O-])c2)CC1)c1cccc([N+](=O)[O-])c1,10,11,0,101,0.6,106,-5,-8,101,-2,0
CC(=O)Nc1ccc2nc(NC(=O)CCc3ccccc3)sc2c1,24,3,1,103,-0.1,99,-1,-2,99,2,6
Cc1nn(-c2c(Cl)cc(Cl)cc2Cl)c(=O)c2ccccc12,24,3,-4,101,1.3,103,-2,2,102,-2,0
